NPC1 promoter act: activates the NPC1 promoter | hit rate 2.4% among 320,000 | Potency, µM (titrated, usually from 9.22 µM), for the others: at the highest dose activation, actives largely listed as activators | AID 485313 | Huh7 NPC1 promoter luciferase reporter, 24 h;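 note: potency is the fitted concentration of half-maximal effect; % of control where 0% means no effect; nearly all actives have a fitted effect of over 60% in size; reporter is driven by a mutant NPC1 promoter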
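Stable NPC1-promoter luciferase Huh7 line; cpd (DMSO) 24 h, 37 °C, 5% CO2; Amplite luciferase reagent 10 min RT; luminescence readout. qHTS format.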
KCNH2 3.1 block: inhibitors of human KCNH2 3.1 potassium channel isoform. U2OS KCNH2 3.1, thallium flux FluxOr; active compounds read low. activity change, % (tested at about 1.8 µM). hit rate 0.95% among 340,000. AID 720553;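 active = maximum activity change below -70%; inconclusive = maximum activity change from -70% to -50%; inactive = maximum activity change above -50%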;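 note: thallium influx rate constant from kinetic fluorescence after stimulation buffer; % is set by controls: 0 for no effect and ±100 for the full control effect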
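Normalized rate constant (relative to positive and negative DMSO controls) derived from a 2 min kinetic fluorescence read after stimulation; U2OS cells expressing the 3.1 isoform via virus at 1.77 x 10^8 /mL.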
Mito fusion act: blocks mitochondrial division or promotes mitochondrial fusion; hit rate 0.23% among 320,000; Potency, µM (doses to about 46.1 µM), for the others: top-dose growth rescue (activation), most hits filed as activators; S. cerevisiae fusion-defective mutant growth rescue, CellTiterGlo 48 h;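 note: potency is the fitted concentration of half-maximal effect; % of control where 0% means no effect; nearly all actives have a fitted effect of over 45% in size; temperature-sensitive fusion mutants such as fzo1-1 at 37 °C on non-fermentable ethanol glycerol medium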
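Growth-rescue viability read-out: after 48 h at the non-permissive 37C in glycerol/ethanol YPEG, yeast mitochondrial fusion mutants are measured by CellTiterGlo luminescence; compounds (23 nl pinned per well) restoring growth score as division inhibitors or fusion activators.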
RORgamma inh: inhibitors of mouse ROR gamma transcriptional activity; Drosophila S2 Gal4-RORgamma UAS-luciferase reporter, 20 h; Potency, µM (top dose mostly 53.6 µM), for the others: at the top dose activity change, negative = inhibition, actives largely listed as inhibitors; hit rate 5.4% among 310,000; AID 2551; note: potency is the fitted concentration of half-maximal effect; % is set by controls: 0 for no effect and ±100 for the full control effect; nearly all actives have a fitted effect of over 60% in size
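Luciferase reporter read in Schneider cells carrying Gal4-RORγ (mouse) and UAS-Photinus luciferase; cells given compound 1 h before 700 uM copper sulfate induction, then incubated 20 h at ambient temperature.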
PKM2 act: increases activity of human pyruvate kinase M2. P14618. purified PKM2, Kinase-Glo ATP luminescence, activation; response scale: 0% is enzyme alone, no compound. Potency, µM (doses to about 57.5 µM), for the others: at the top dose activation, hits mostly activators. hit rate 0.34% among 260,000. AID 1631; note: potency is the fitted concentration of half-maximal effect; % is set by controls: 0 for no effect and ±100 for the full control effect; nearly all actives have a fitted effect of over 55% in size
Target sequence (P14618 whole entry, looked up): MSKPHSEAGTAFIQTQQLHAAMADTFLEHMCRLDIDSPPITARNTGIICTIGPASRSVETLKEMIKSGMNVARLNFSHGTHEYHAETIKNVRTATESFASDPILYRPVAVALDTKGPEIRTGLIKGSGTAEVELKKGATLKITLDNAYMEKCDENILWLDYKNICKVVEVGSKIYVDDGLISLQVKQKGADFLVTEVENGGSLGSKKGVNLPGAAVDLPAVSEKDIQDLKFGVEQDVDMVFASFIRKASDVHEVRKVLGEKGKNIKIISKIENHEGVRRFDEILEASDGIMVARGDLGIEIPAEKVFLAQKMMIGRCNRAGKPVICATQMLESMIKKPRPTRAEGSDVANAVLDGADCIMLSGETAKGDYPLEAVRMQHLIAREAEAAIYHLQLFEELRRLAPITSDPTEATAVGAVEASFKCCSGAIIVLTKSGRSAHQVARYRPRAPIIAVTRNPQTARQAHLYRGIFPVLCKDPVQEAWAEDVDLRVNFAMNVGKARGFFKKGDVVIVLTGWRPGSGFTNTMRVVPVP
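Purified hPK-M2 (>95% pure) converted ADP (0.1 mM final) to ATP with 0.5 mM PEP in 50 mM imidazole pH7.2, KCl, MgCl2, Tween 20, BSA; 1 h at room temperature. ATP detected by Kinase-Glo luminescence.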
ELG1 DNA repair: ELG1-dependent DNA repair inhibition; HEK293T ELG1-luciferase reporter, luminescence, 16 h; DNA damage induced by 5-fluorouridine; AID 504467; Potency, µM (titrated, usually from 46.1 µM), inactives show at the top dose activity change, negative = inhibition, most hits filed as inhibitors; hit rate 2.3% among 330,000; note: potency is the fitted concentration of half-maximal effect; % is set by controls: 0 for no effect and ±100 for the full control effect; nearly all actives have a fitted effect of over 55% in size
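Step one: seed 2,000 cells per well. Step two: pin-transfer compound or DMSO alongside 5-fluorouridine. Step three: incubate 16 hr, 37 °C, 5% CO2. Step four: add ONE-Glo, wait 30 min, read luminescence.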
VP16 counter: counter-screen for ROR gamma inhibitors: Gal4-VP16 reporter. Drosophila S2 Gal4-VP16 UAS-luciferase, luminescence, 20 h. Potency, µM (top dose mostly 53.6 µM), for inactives: at the top dose activity, negative = inhibition, most hits filed as inhibitors. hit rate 3.5% among 310,000. AID 2546;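 note: Gal4-VP16 expression switched on by copper sulfate through the metallothionein promoter; potency is the fitted concentration of half-maximal effect; % is set by controls: 0 for no effect and ±100 for the full control effect; nearly all actives have a fitted effect of over 50% in size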
Menin MLL FP TR: displaces Texas Red mutant MLL peptide from human menin; Menin + Texas Red MLL mutant peptide, fluorescence polarization; Potency, µM (top dose mostly 61.6 µM), for inactives: top-dose FP activity change, negative = inhibition, hits mostly inhibitors; AID 1768; hit rate 0.23% among 270,000; active = well fitted inhibition curve with a large enough effect in the polarisation, with a control signal flat, not every such curve was filed as active; inconclusive = small, poorly fitted or top-dose-only effect, or effect the other way, or a change in a side signal; inactive = no such curve, though single readings can be large or run the other way; the % refers to the polarisation; note: potency is the fitted concentration of half-maximal effect; % of control where 0% means no effect; many of its hits are not listed in these tables
FLuc modulator: inhibits or activates purified firefly luciferase, miR-21 counter-screen; P08659; purified FLuc, Km substrates, luminescence inhibition; Potency, µM (highest dose often 57.5 µM), without a hit: at the highest dose activity change, negative = inhibition, usual class: inhibitors; hit rate 6.9% among 360,000; AID 588342;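 note: potency is the fitted concentration of half-maximal effect; plate controls were vehicle for no effect and reference inhibitor for full effect; nearly all actives have a fitted effect of over 55% in size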
Target sequence (P08659 whole entry, looked up): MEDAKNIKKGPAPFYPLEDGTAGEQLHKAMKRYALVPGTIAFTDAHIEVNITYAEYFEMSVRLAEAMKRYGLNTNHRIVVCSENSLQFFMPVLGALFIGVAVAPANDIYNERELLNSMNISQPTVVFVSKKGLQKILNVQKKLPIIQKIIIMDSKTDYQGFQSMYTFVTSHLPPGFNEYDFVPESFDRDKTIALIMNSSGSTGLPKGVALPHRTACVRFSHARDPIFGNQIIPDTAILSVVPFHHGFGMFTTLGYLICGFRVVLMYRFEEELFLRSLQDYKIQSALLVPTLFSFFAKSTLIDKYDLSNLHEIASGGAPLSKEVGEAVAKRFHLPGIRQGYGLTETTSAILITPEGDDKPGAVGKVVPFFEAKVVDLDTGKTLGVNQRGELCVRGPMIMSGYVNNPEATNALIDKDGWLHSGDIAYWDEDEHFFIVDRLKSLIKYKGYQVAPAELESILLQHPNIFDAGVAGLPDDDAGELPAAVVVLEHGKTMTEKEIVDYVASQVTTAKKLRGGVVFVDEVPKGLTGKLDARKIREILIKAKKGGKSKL
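Biochemical qHTS of compounds, final roughly 60 µM downward over six points, against 10 nM purified firefly luciferase using Km concentrations of substrates (10 uM D-luciferin, 10 uM ATP) in Tris acetate pH 7.5 buffer; luminescence output.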
Rab9 promoter act: Rab9 promoter activation | Huh7 Rab9 promoter-luciferase reporter, luminescence, 24 h | Potency, µM (highest dose often 9.22 µM), for the others: at the top dose activation, negative = inhibition, actives largely listed as activators | hit rate 2.8% among 320,000; note: potency is the fitted concentration of half-maximal effect; % of control where 0% means no effect; nearly all actives have a fitted effect of over 60% in size
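Huh7 reporter line, Rab9 promoter upstream of luciferase. Compound exposure 24 h at 37 °C in reduced-serum medium with 10% FBS. Read-out: luminescence.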
MBNL1 CUG block: MBNL1-poly(CUG) RNA binding inhibition | Q9NR56 | TR-FRET MBNL1-His/biotin-(CUG)12 binding, 665/545 ratio | Potency, µM (highest dose often 57.5 µM), without a hit: at the highest dose activity change, negative = inhibition, most hits filed as inhibitors | hit rate 0.036% among 280,000 | AID 2675; active = well fitted inhibition curve with a large enough effect in the signal ratio, with a control signal flat, not every such curve was filed as active; inconclusive = small, poorly fitted or top-dose-only effect, or effect the other way, or a change in a side signal; inactive = no such curve, though single readings can be large or run the other way; the % refers to the signal ratio; note: potency is the fitted concentration of half-maximal effect; % is set by controls: 0 for no effect and ±100 for the full control effect
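Compound titration spanned 92 nM–58 uM against the MBNL1-His/biotin-(CUG)12 complex. After 60 min at room temperature with 5 nM streptavidin-XL665 and 0.055 ng/ul terbium anti-His, ratiometric 665/545 nm emission (Ex 340 nm) normalized to controls.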
Active calls of the source: *; u = inconclusive; x = not tested or not shown; & = joins results of further samples; [ ] = another dose, or the depositor's remark. Unless noted, calls come from the whole dose curve; as a rule, active = well fitted curve in the direction sought with a large enough effect; inconclusive = small, poorly fitted or top-dose-only effect, or another doubt; inactive = no such curve, though single readings can be large; an effect the other way counts as inactive or inconclusive.

canonical_smiles	NPC1 promoter act	KCNH2 3.1 block	Mito fusion act	RORgamma inh	PKM2 act	ELG1 DNA repair	VP16 counter	Menin MLL FP TR	FLuc modulator	Rab9 promoter act	MBNL1 CUG block
CC(=O)N1c2ccc(S(=O)(=O)N3CCC(C(=O)N4CCN(c5cccc(C(F)(F)F)c5)CC4)CC3)cc2CC1C (centres undefined)	-11%	-1	-1%	u	x	u	u	x	1%	-15%	-1%
CN(C)S(=O)(=O)c1cccc(C(=O)NCC2CCCO2)c1 (centres undefined)	-3%	5	0%	5%	-2%	5%	-4%	4%	0%	0%	-4%
O=C(Nc1cccnc1)c1ccccc1O	13%	-7	4%	42%	-27%	u	8%	u	15µM*	0%	-9%
NC(=O)c1ccccc1OCC(=O)O	-3%	6	2%	3%	-11%	16%	2%	8%	1%	1%	-4%
CC(C)c1ccccc1NC(=O)COC(=O)COc1ccccc1[N+](=O)[O-]	-4%	7	-3%	0%	0%	-11%	6%	-3%	-2%	4%	11%
O=C(NNC(=O)C1CCN(Cc2cccc(F)c2)CC1)c1cccs1	-3%	-11	0%	3%	-4%	13%	4%[10 µM]	0%	-1%	2%	-5%
COc1ccc(S(=O)(=O)NCc2ccco2)cc1N(C)S(=O)(=O)c1ccccc1	-2%	-10	7%	u	-6%	u	-1%	-5%	-1%	5%	3%
CCCCNC(=O)Nc1ccccc1C(=O)NCc1ccco1	-2%	5	-3%	5%	-1%	1%	3%	1%	0%	2%	3%
Cc1cccc(/C(N)=N/OC(=O)Cc2cccs2)c1	u	10	-1%	-25%	0%	u	-1%	37%[activator]	13µM*	u	-7%
Cc1cc(NC(=O)CCSc2ccc(Cl)cc2)no1	-4%	4	0%	24%	1%	5%	0%	0%	7%	-15%	0%
CC(NC(=O)c1ccccc1F)c1nnc(SCC(=O)NC2=NCCS2)n1C (centres undefined)	-3%	-9	5%	-17%	x	0%	-2%	9%	-2%	-2%	2%
CCOC(=O)c1cc2sc(C)cc2n1CC(=O)N1CCN(C(=O)c2ccco2)CC1	0%	5	4%	u	-1%	1%	-5%	20%	-2%	-5%	-8%
COc1ccc(Cl)cc1N(C(=O)Nc1cccc(Cl)c1)C1=NCC(C)S1 (centres undefined)	-9%	2	-8%	-29%	-1%	0%	19%	-1%	2%	1%	x
Cc1ccc(S(=O)(=O)N(C)c2ccc(OCC(=O)Nc3nc4ccccc4s3)cc2)cc1	-2%	-35	5%	u	17%	u	u	u	-5%	-2%	u
Cc1ccsc1C(=O)N1CCN(S(=O)(=O)c2cccc(F)c2)CC1	-2%	15	-1%	x	x	14%	x	x	-1%	0%	x
COC(=O)c1ccc(C2NC(=O)c3ccccc3O2)cc1 (centres undefined)	-2%	4	3%	-14%	x	13%	24%	u	u	6%	0%
CC(C)(C)OC(=O)n1cc(CCO)c2ccccc21	9%	x	0%	x	x	u	x	x	-8%	-7%	x
CCOc1ccc(NC(=O)CCN2C(=S)NC(C)(C)CC2C)cc1 (centres undefined)	0%	13	-5%[9.22 µM]	u	x	7%	u	2%	0%	0%	-9%
Cc1cc(Nc2ccc(F)c(Cl)c2)n2ncnc2n1	-1%	-5	-1%	-44%	0%	17%	-7%	-10%	-1%	-8%	3%
Nc1nc(Cl)nc2c1ncn2[C@@H]1O[C@H](CO)[C@@H](O)[C@H]1O	2%[46.1 µM]	-15	0%&2%	23%&-2%	0%	x	-24%&-7%	3%&-9%	-1%	0%[46.1 µM]	-18%
Cc1cc(C(=O)OCC(=O)c2cccs2)c2ccccc2n1	0%	12	0%	5%	-1%	0%	0%	0%	u	0%	18%
CC(C)(C)OC(=O)N/N=C/c1cccn1-c1ccc([N+](=O)[O-])cc1	-7%	5	-1%	21%	0%	-25%	-4%	x	u	2%	x
O=C(COc1ccc(Cl)cc1)NCCCNC(=O)c1cccnc1	2%	0	3%	17%	x	5%	-2%	14%	-2%	-1%	-1%
Cc1cc(F)ccc1S(=O)(=O)N1CCCOC1CNC(=O)C(=O)NCCCN1CCOCC1 (centres undefined)	-1%	x	5%	-16%	-6%	8%	3%	x	2%	-3%	-6%
COc1cc(C(=O)N2CCN(c3ccccc3)CC2)c([N+](=O)[O-])cc1OC	-2%	22	-5%	-3%	1%	u	11%	-3%	-13%	-7%	u
COc1ccc(-c2nc(-c3cccc(C)c3)nc(Cl)c2C#N)cc1	-5%	x	2%	-10%	-2%	16%	3%	u	-3%	-5%	-1%
COc1ccccc1NC(=O)c1ccc2c(c1)CCN2S(C)(=O)=O	1%	0	-1%	5%[1.91 µM]	6%	-2%	-7%	11%	-2%	3%	2%
COc1ccc(-c2nnc(SCCc3ccccc3)n2N)cc1	14%	4	-5%	40%	-3%	u	19%	-15%	-10%	7%	0%
CCN(CCNC(=O)CN1CCN(Cc2ccc(Cl)cc2)C1=O)c1ccccc1	0%	2	3%	-8%	-9%	u	0%	0%	4%	0%	-1%
CCCCc1nc2cc(C(=O)N3CCN(c4cnccn4)CC3)ccc2o1	-2%	-10	2%	15%	6%[0.46 µM]	10%	-20%	0%	3%	-1%	-6%

Next section.
canonical_smiles	NPC1 promoter act	KCNH2 3.1 block	Mito fusion act	RORgamma inh	PKM2 act	ELG1 DNA repair	VP16 counter	Menin MLL FP TR	FLuc modulator	Rab9 promoter act	MBNL1 CUG block
CCCCC(=O)NC(=S)NNC(=O)CC	-5%	3	0%	7.9µM*	u	-9%	2%	-2%	6%	-4%	u
CCn1cc([N+](=O)[O-])c(C(=O)Nc2cc(C)on2)n1	x	-10	-2%	-14%	-6%	x	21%	-5%	1%	x	u
COc1cc(/C=N/N=C(/N)c2nonc2N)cc(Br)c1OCc1cccc(C)c1	-2%	-7	17%	-33%	7%	-4%	-12%	x	-6%	-7%	4%
COc1ccc2nc(NC(=O)C3CCCN(S(=O)(=O)c4c(C)noc4C)C3)sc2c1 (centres undefined)	-1%	8	-2%	u	5%	u	3%	u	4%	-1%	u
COc1ccc(C)cc1S(=O)(=O)N(C)CC(=O)NC1CCCCC1	-1%	-8	2%	-14%	8%	-3%	2%	-1%	-1%	-2%	1%
COc1ccccc1NS(=O)(=O)c1cc(C(=O)N2CCN(C/C=C/c3ccccc3)CC2)ccc1C	0%	-1	-1%	7%	14%	3%	24%	x	-3%	-3%	0%
CC(C)c1ccc(/C=C2\SC(=S)N(CC(=O)NCCCN3CCOCC3)C2=O)cc1	6%	-41	0%	-45%	x	u	-18%	x	1.3µM*	0%	u
CSc1nc2nc(-c3cccs3)cc(C(F)(F)F)c2c(=O)[nH]1	-3%	-19	23%	-9%	0%	-2%	-19%	7%	-1%	-4%	7%
Cn1c(Oc2ccc3c(c2)OCO3)nc2c1c(=O)n(Cc1ccccc1)c(=O)n2C	-12%	12	1%	-7%	3%	-6%	-1%	-3%	5%	-8%	-1%
COc1ccc(S(=O)(=O)Nc2cc(C)ccc2OC)cc1C	-7%	-6	8%	-15%	7%	-14%	-16%	-1%	-3%	-18%	-11%
CCN(CC)CCNCC1C(=O)O[C@@H]2C[C@@]3(C)CCC[C@H](C)C3=C[C@H]12 (some centres undefined)	-1%	5	-1%	5%	x	u	0%	u	1%	-2%	-14%
O=C(c1cccc(C(=O)N2CCN(c3ccccc3F)CC2)c1)N1CCN(c2ccccc2F)CC1	-1%	-2	20%	16%	-4%	16µM*	-2%	u	6%	-3%	-3%
CC(Sc1nnc(-c2ccccc2Br)n1-c1cccc(C(F)(F)F)c1)C(N)=O (centres undefined)	-1%	-13	-2%	34%	-7%	5%	2%	-8%	0%	-3%	-6%
CCCn1c2ccccc2c2cnn(CC(=O)O)c(=O)c21	-7%	-5	-5%	-1%	x	2%	3%	11%	4%	-4%	6%
COC(=O)[C@H](C)NC(=O)N1CCC(Cc2ccccc2)CC1	-2%	-3	14%	5%	x	-4%	-9%	8%	-6%	-5%	7%

Compound activity: PubChem, National Center for Advancing Translational Sciences (NCATS)

The list is partial, so the mix of outcomes need not match the whole.
